Scp1 inh – Scp-1 (human) phosphatase inhibition | inhibition, % at 20 µM | Recombinant Scp1, phosphopeptide, malachite green phosphate absorbance | Q9GZU7 | 340,000 tested, 0.88% active | AID 493091;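 active = inhibition above about 50% at 20 µM, limit read from the data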;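 also: plate controls were DMSO wells with enzyme for no effect and wells lacking enzyme for full effect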
Target sequence (Q9GZU7 76-261 limits assumed): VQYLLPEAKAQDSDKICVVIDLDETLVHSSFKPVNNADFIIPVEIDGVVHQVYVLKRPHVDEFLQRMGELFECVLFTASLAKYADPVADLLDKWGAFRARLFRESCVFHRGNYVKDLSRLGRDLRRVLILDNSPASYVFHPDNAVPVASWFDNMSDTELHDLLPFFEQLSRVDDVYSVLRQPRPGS
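Test system – truncated SCP-1 phosphatase (76-261aa) · Reagent – Phosphorylated 17-residue peptide substrate · Incubation – 45 min room-temperature reaction, 5 min colour, 30 min stabiliser · Detection – colorimetric phosphate reagent with accelerator and stabiliser, absorbance at 630 nm · Measure – % inhibition at 20 µM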
LMPTP inh – LMPTP (human) inhibition | P24666 | inhibition, % at 20 µM | recombinant LMPTP-A, OMFP fluorogenic substrate, fluorescence intensity | 360,000 tested, 0.22% active | AID 651560;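 active = compounds that cut the enzyme signal by at least half of the control window in the single-dose screen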;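 also: plate controls were DMSO wells with enzyme plus substrate for no effect and substrate without enzyme for full effect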
Target sequence (P24666 whole entry, looked up): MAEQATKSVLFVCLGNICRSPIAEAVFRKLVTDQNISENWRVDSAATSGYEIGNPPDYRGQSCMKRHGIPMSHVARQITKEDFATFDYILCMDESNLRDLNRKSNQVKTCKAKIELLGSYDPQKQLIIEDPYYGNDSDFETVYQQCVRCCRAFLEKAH
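Assay system: LMPTP-A phosphatase enzyme | Input: 0.625 nM enzyme | Also added: Fluorogenic phosphatase substrate OMFP at 400 µM final | Compound dosing: One test concentration per compound, 20 µM, with 3% DMSO overall | Schedule: 50 min enzyme reaction at room temperature, protected from light | Signal: Fluorescence intensity | Benchmarks: no-enzyme and uninhibited controls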
STEP inh – STEP (human) phosphatase inhibition | inhibition, % at 20 µM | P54829 | 360,000 tested, 0.25% active | recombinant STEP, OMFP fluorogenic substrate, fluorescence | AID 588621;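 active = inhibition at 20 µM, scaled per plate between control wells, above about 37%, limit read from the data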;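 also: 0% = DMSO with enzyme and substrate and 100% = substrate only without enzyme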
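Material: STEP (striatal-enriched tyrosine phosphatase) enzyme, cell-free | Medium: 50 mM Bis-Tris pH 6.0 with 2.5 mM DTT and 0.005% Tween 20 | Read-out: Percent inhibition scaled to no-enzyme and uninhibited-enzyme controls, plate-pattern corrected | Signal: Fluorescence read at 480 nm ex / 540 nm em | Times: 20 min reaction, room temperature, in the dark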
Rpn11 inh – Rpn11 (human) deubiquitinase inhibition; calls only at 20 µM; human 26S proteasome, Ub4-pepOG fluorescence polarization; 20S core pre-blocked with epoxomicin; O00487; 360,000 tested, 0.59% active;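 active = inhibition at 20 µM, scaled to each plate's controls, above about 33%, limit read from the data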
Target sequence (O00487 whole entry, looked up): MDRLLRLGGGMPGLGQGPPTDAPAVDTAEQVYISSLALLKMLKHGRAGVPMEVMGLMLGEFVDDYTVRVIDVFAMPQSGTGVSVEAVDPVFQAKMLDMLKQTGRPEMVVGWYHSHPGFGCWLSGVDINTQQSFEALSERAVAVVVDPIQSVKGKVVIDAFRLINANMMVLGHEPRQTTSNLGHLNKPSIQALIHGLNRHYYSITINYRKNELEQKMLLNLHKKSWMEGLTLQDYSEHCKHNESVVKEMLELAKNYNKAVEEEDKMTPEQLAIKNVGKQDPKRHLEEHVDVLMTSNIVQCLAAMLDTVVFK
Tb MetRS inh – blocks T. brucei methionyl-tRNA synthetase activity. purified T. brucei MetRS, ATP depletion, Kinase-Glo luminescence. inhibition, % at 11.9 µM. 360,000 tested, 0.4% active. AID 624268;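 active = inhibition above a per-plate cutoff of the control wells' mean inhibition plus 3 SD, cut at about 5.5% in these data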;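 also: 0% = DMSO wells median and 100% = median of wells with control inhibitor compound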
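Assay system: T. brucei methionyl-tRNA synthetase, purified | Medium: HEPES buffer with MgCl2, KCl, DTT, spermine, BSA, pyrophosphatase | Compound: 11.9 µM single point | Incubation: 15 min enzyme-compound preincubation, 2 h reaction, 10 min detection, 25 °C | Measured by: Kinase-Glo luciferase luminescence reporting remaining unconsumed ATP | Measure: % inhibition normalized to control-well medians | Replication: Singlicate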
SUMO1-SIM PPI – SUMO1-SIM interaction modulation. P63165. SUMO1 binding to a labelled peptide, TR-FRET, 1 h. inhibition, % at 20 µM. 360,000 tested, 0.33% active; in the data active = inhibition above about 37%
Target sequence (P63165 whole entry, looked up): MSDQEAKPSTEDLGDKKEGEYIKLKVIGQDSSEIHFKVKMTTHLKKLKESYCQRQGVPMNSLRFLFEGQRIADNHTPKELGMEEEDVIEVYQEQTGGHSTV
MsrA inhibitor – inhibitors of bovine MsrA. purified bovine MsrA, absorbance read-out. 360,000 tested, 0.75% active. AID 651718. inhibition, % at 15.5 µM; in the data active = inhibition above about 4.5%;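 also: 0% = vehicle wells with enzyme and 100% = reference inhibitor wells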
DNMT1 block – DNMT1 (human) enzyme inhibition | DNMT1 molecular beacon, Hinp1I cleavage, fluorescence | inhibition (reported as % activation of signal), % at 10 µM | 360,000 tested, 0.83% active | AID 588458; in the data active = inhibition above about 50%
NadD block – NadD (S. aureus) enzyme inhibition. purified NadD enzyme, colorimetric absorbance read-out. inhibition, % at 20 µM. 360,000 tested, 0.78% active. AID 602399; in the data active = inhibition above about 26%; also: some compounds past the cut are filed as inactive
CSN inh – CSN deneddylation inhibition | 360,000 tested, 0.38% active | Purified CSN, SCF-Nedd8-OG deneddylation, fluorescence polarization | AID 651999 | inhibition, % at 12.5 µM;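 active = pattern-corrected inhibition above about 35%, with an unprinted fluorescence ratio check between 0.5 and 1.5, limit read from the data, passing the limit was not always enough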;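 also: 0% = enzyme with substrate and 100% = substrate without enzyme; some results filed as inactive read as strong as hits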
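Material: human Csn5 produced in HEK293T cells; Input: enzyme 0.24 nM; Reagent: SCFSkp2-Nedd8OG substrate at 10 nM final; Dosing: 12.5 µM compound; Incubation: 90 min reaction at room temperature; Detection: fluorescence polarization of the substrate; Evaluation: % inhibition of substrate cleavage by Csn5; Control set: substrate-only high control, full reaction low control.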
Active calls of the source: *; i = inactive; nt = not tested or not shown.

nr	compound	Scp1 inh	LMPTP inh	STEP inh	Rpn11 inh	Tb MetRS inh	SUMO1-SIM PPI	MsrA inhibitor	DNMT1 block	NadD block	CSN inh
1	CSc1nc(NCCOCCO)c2sc3nc(-c4ccco4)c4c(c3c2n1)CCC4	0	2.0	2	i	-1.2	23	0.3	87*	22	42
2	COc1ccc(CC(=O)NC(C)c2nnc(SCC(=O)Nc3nc(C)cs3)n2C)cc1 (configuration not stated)	13	0.6	-4	i	-1.5	3	0.3	7	1	-5
3	O=C(CN1CCCc2ccccc21)NC(=O)NC1CCCCC1	-5	-0.5	-2	nt	-0.6	1	2.4	0	-3	-2
4	O=C(CCNS(=O)(=O)c1cccc2nonc12)NC1CCCc2ccccc21 (configuration not stated)	-1	1.7	-2	i	-1.0	-25	0.8	-3	-3	1
5	CCC1=C(OC(=O)N(CC)CC)N2C(=O)OC(=NCC(=O)OC)[C@]2(Cc2ccccc2)[C@H]2C1=CC[C@H]1C(=O)N(c3ccccc3)C(=O)[C@H]12	-4	0.1	0	i	-0.2	1	-0.1	-14	5	-4
6	O=C(CCCCn1c(=O)[nH]c2ccsc2c1=O)NCc1cccnc1	2	2.9	-1	i	0.0	-1	1.5	0	3	1
7	CC(=O)c1ccc(OCCCC(=O)OCC(=O)Nc2ccc3[nH]c(=O)[nH]c3c2)cc1	-3	-1.8	-2	i	-0.2	76*	-0.7	0	-2	-8
8	Cc1cc(=O)n2nc(N3CCCC(C(=O)NCc4cccc(Cl)c4)C3)sc2n1 (configuration not stated)	-1	-1.3	0	i	-0.8	2	-0.8	0	-2	5

4 records picked at random from the list so far, as already listed:
nr	compound	Scp1 inh	LMPTP inh	STEP inh	Rpn11 inh	Tb MetRS inh	SUMO1-SIM PPI	MsrA inhibitor	DNMT1 block	NadD block	CSN inh
7	CC(=O)c1ccc(OCCCC(=O)OCC(=O)Nc2ccc3[nH]c(=O)[nH]c3c2)cc1	-3	-1.8	-2	i	-0.2	76*	-0.7	0	-2	-8
2	COc1ccc(CC(=O)NC(C)c2nnc(SCC(=O)Nc3nc(C)cs3)n2C)cc1 (configuration not stated)	13	0.6	-4	i	-1.5	3	0.3	7	1	-5
8	Cc1cc(=O)n2nc(N3CCCC(C(=O)NCc4cccc(Cl)c4)C3)sc2n1 (configuration not stated)	-1	-1.3	0	i	-0.8	2	-0.8	0	-2	5
3	O=C(CN1CCCc2ccccc21)NC(=O)NC1CCCCC1	-5	-0.5	-2	nt	-0.6	1	2.4	0	-3	-2

New compounds follow:
nr	compound	Scp1 inh	LMPTP inh	STEP inh	Rpn11 inh	Tb MetRS inh	SUMO1-SIM PPI	MsrA inhibitor	DNMT1 block	NadD block	CSN inh
9	CC1CCN(CCCCOc2ccccc2Br)CC1	-6	-1.7	0	i	0.0	-4	-0.4	-1	-9	1
10	CCCCn1c(NCc2cccs2)nc2ccccc21	-6	3.5	-3	i	-0.1	2	1.4	-1	2	-10
11	CCOC(=O)c1oc2ccccc2c1NC(=O)c1ccc(S(=O)(=O)N2CCCC2)cc1	-7	0.7	-2	i	-0.3	-1	-1.5	6	-4	0
12	O=C(c1ccc(COc2c(F)c(F)cc(F)c2F)o1)N1CCN(c2ccc(Cl)cc2)CC1	0	6.7	-1	i	-0.3	-1	0.3	-14	8	1
13	CC1CCN(S(=O)(=O)c2ccc3c(c2)C(=NO)c2cc(S(=O)(=O)N4CCC(C)CC4)ccc2-3)CC1	-1	0.2	-1	i	-0.4	1	0.2	16	14	-6
14	O=C(CCn1c(=O)[nH]c2ccccc2c1=O)N1CC=C(c2ccccc2)CC1	-5	-1.2	3	i	0.6	-2	-0.1	0	2	-3
15	Nn1c(SCC(=O)NCCC2=CCCCC2)nnc1C(F)(F)F	-6	-0.9	3	i	-0.3	-4	nt	-1	4	1
16	COCCNC(=S)N/N=C/c1ccc(N2CCOCC2)cc1	-1	-0.3	0	i	-0.2	-7	8.1*	0	0	-2
17	CCC(Sc1ccc2nnc(-c3ccc(F)cc3)n2n1)C(=O)O (configuration not stated)	5	-2.2	-1	i	-0.1	2	3.3	2	4	-1
18	CCS(=O)(=O)c1nnnn1-c1ccccc1S(C)(=O)=O	1	-2.4	-1	i	-1.0	-1	0.6	3	-9	0
19	CCc1nc2ccc(C(=O)N(C)CCN(C)C)cn2c1N(C)Cc1cc2ccccc2s1	nt	1.4	1	i	0.2	-6	-0.2	3	-2	9
20	O=C(c1ccc([N+](=O)[O-])cc1)N1CCN(Cc2ccccc2[N+](=O)[O-])CC1	-9	-1.2	0	i	-0.4	-25	2.5	-2	1	7
21	CCCCS(=O)(=O)N1CCCC(C(=O)NCC2CCCO2)C1 (configuration not stated)	-6	-2.9	-2	i	0.1	-1	-0.8	0	4	-1
22	CCOC(=O)c1[nH]c2cc3c(cc2c1NC(=O)CN1CCN(CCO)CC1)OCO3	-9	-0.3	-2	i	0.6	-8	4.2	-1	-4	3
23	CN1CC(C(=O)O)Cc2c1ccc1ccccc21 (configuration not stated)	0	2.4	-4	i	-0.9	-15	0.1	-6	2	-1
24	O=C1c2ccccc2C(=O)C1c1ccccn1	-14	-0.3	0	i	-0.3	-29	1.6	18	-3	3
25	CCn1c(=S)sc2c(=O)n(-c3ccccc3)c(SCC(=O)NCc3ccco3)nc21	-4	-2.2	1	i	-0.4	-7	2.7	2	-6	0
26	CCc1noc(C)c1C(=O)Nc1cccc2ncccc12	7	-1.1	-2	i	-0.5	2	0.2	-2	-3	-2
27	O=C(c1cccc2ccccc12)N1CCCCC1	-3	0.6	2	i	-0.7	7	1.0	2	-1	1
28	COc1ccccc1CNC(=O)C(=O)NCCC1CCCCN1S(=O)(=O)c1ccc(C)cc1 (configuration not stated)	0	1.8	-2	i	-0.3	-1	0.6	11	-6	-2
29	O=C(NCCN1CCC(n2c(=O)[nH]c3ccccc32)CC1)c1ccc(F)cc1	nt	4.0	nt	nt	-0.8	-5	-0.3	nt	-3	-10
30	c1ccc(C(c2ccccc2)c2noc(CN3CCN(C4CCCC4)CC3)n2)cc1	-7	-0.2	-1	i	-0.7	-2	1.0	-5	-7	-1
31	O=C(Cn1c(=O)sc2ccccc21)NCc1ccccn1	-4	-0.8	-2	i	-0.5	-12	0.7	1	0	1
32	CCOC(=O)c1cccc(C2=CC(=O)C[C@H](c3ccc(OC)cc3)C2)c1	-11	3.0	3	i	-0.4	4	nt	1	0	95*

Seven consecutive records already listed, for reference:
nr	compound	Scp1 inh	LMPTP inh	STEP inh	Rpn11 inh	Tb MetRS inh	SUMO1-SIM PPI	MsrA inhibitor	DNMT1 block	NadD block	CSN inh
23	CN1CC(C(=O)O)Cc2c1ccc1ccccc21 (configuration not stated)	0	2.4	-4	i	-0.9	-15	0.1	-6	2	-1
24	O=C1c2ccccc2C(=O)C1c1ccccn1	-14	-0.3	0	i	-0.3	-29	1.6	18	-3	3
25	CCn1c(=S)sc2c(=O)n(-c3ccccc3)c(SCC(=O)NCc3ccco3)nc21	-4	-2.2	1	i	-0.4	-7	2.7	2	-6	0
26	CCc1noc(C)c1C(=O)Nc1cccc2ncccc12	7	-1.1	-2	i	-0.5	2	0.2	-2	-3	-2
27	O=C(c1cccc2ccccc12)N1CCCCC1	-3	0.6	2	i	-0.7	7	1.0	2	-1	1
28	COc1ccccc1CNC(=O)C(=O)NCCC1CCCCN1S(=O)(=O)c1ccc(C)cc1 (configuration not stated)	0	1.8	-2	i	-0.3	-1	0.6	11	-6	-2
29	O=C(NCCN1CCC(n2c(=O)[nH]c3ccccc32)CC1)c1ccc(F)cc1	nt	4.0	nt	nt	-0.8	-5	-0.3	nt	-3	-10

Other structures:
nr	compound	Scp1 inh	LMPTP inh	STEP inh	Rpn11 inh	Tb MetRS inh	SUMO1-SIM PPI	MsrA inhibitor	DNMT1 block	NadD block	CSN inh
33	CCOc1ccc(-c2noc(-c3csc([C@@H]4C[C@H](O)[C@@H](CO)O4)n3)n2)cc1	nt	-1.1	3	i	-0.2	3	-1.2	-2	0	-2
34	Cn1cccc1/C=N\NC(=O)Cc1ccc(Br)c2ccccc12	9	1.0	-2	i	1.0	-2	2.7	-1	4	5
35	Cc1cccc(C(=O)c2cn[nH]c2-c2ccccc2O)c1	-10	-1.3	-1	i	-1.1	5	-0.5	0	-2	3
36	CCC1CCCCN1C(=O)COC(=O)c1cccs1 (configuration not stated)	-8	-1.1	3	i	-0.3	-2	1.2	5	0	1
37	O=C(NCc1ccco1)c1sc(=S)n2c1[nH]c(=O)c1ccccc12	47	1.0	19	i	-0.2	8	1.1	-1	6	10
38	CC1=Nn2c(nc3sc4c(c3c2=O)CCCC4)SC1	-9	-0.6	6	i	-0.4	-10	1.7	1	3	-8
39	CCCCCCCC(=O)N/N=C(\C)c1ccc(O)cc1O	-7	1.7	1	i	-1.2	1	0.6	0	1	-3
40	CCOc1ccc(-c2nnc3ccc(SC)nn23)cc1	6	0.2	0	i	-0.2	-6	-1.4	7	9	4
41	CC(C)N(Cc1nc(-c2ccc(Cl)cc2)no1)C(=O)CCC1CCCC1	-15	4.8	-1	i	0.4	6	-0.4	-4	5	-1
42	COC(=O)c1ccc(-c2nc(-c3cccs3)no2)cc1	-13	1.1	2	i	-0.4	-2	-0.3	-20	-6	2
43	Cc1ccc(NC(=O)N2CCCC2C(=O)NCc2cccs2)cc1 (configuration not stated)	1	-1.0	-2	i	0.3	1	0.4	-1	-1	-1
44	CCCCn1c(N)c(N(CCOC)C(=O)C(C)N2C(=O)c3ccccc3C2=O)c(=O)[nH]c1=O (configuration not stated)	-2	-0.3	-1	i	-0.5	-3	-0.9	-1	0	2
45	CCc1nc2oc3cc(OC)ccc3c(=O)c2c(=O)n1-c1ccccc1	-4	-1.5	0	i	-1.6	-1	-0.4	2	-4	5
46	Cc1ccccc1NC(=O)c1ccc(NC(=O)C2CCCO2)cc1 (configuration not stated)	-5	-1.8	0	i	-0.3	3	nt	1	-8	0
47	Cc1cc(=O)oc2cc(OCC(=O)NCC3CCCO3)ccc12 (configuration not stated)	-4	-0.6	0	i	1.5	0	1.8	6	1	-6
48	COCCN(C(=O)c1cc2c(s1)CCC2)c1c(N)n(CC(C)C)c(=O)[nH]c1=O	46	6.3	4	i	0.1	6	0.8	61*	8	21

Bioassay records from PubChem BioAssay.
